Screens from PubChem BioAssay.
Shiga inhibitor = Shiga toxin inhibition | AID 2315 | inhibition, % at 38.7 µM | Vero cells, Shiga toxin protein synthesis inhibition reporter | 290,000 compounds, 9.2% hits; in the data active = inhibition mostly above about 28%, no sharp cut-off; inactive = mostly below about 43%; also: 0% is about no effect
CHX counter = affects cycloheximide protein synthesis inhibition readout, counter-screen | cell reporter, cycloheximide protein synthesis inhibition counterscreen | max response, % | 300,000 compounds, 12% hits | AID 2314; in the data active = max response mostly above about 13%, no sharp cut-off; inactive = mostly below about 14%; also: read at 38.3 µM for the half of the compounds with a filed dose; 0% is about no effect
HCV inhibitor = blocks hepatitis C virus. AID 651820. Potency, µM (doses to about 41.8 µM), for inactives: at the top dose activity change, negative = inhibition, most hits filed as inhibitors. Huh7.5.1 HCVcc-Cre infection, luciferase reporter, 44 h. 340,000 compounds, 3.4% hits; also: potency is read from the fitted curve at half-maximal effect; % is scaled to controls: 0 for no effect and ±100 for the full control effect
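Luciferase read-out (15 sec integration) after a 15 min room-temperature substrate step quantifies HCVcc-Cre infection. Cells, 1,000 per well, had compound added 4 h post-plating, then virus at ~0.5 moi, and were cultured 44 h.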
FBPA Giardia inh = blocks Giardia fructose-bisphosphate aldolase activity; Potency, µM (series often up to 59.6 µM), for the others: top-dose activity, negative = inhibition, usual class: inhibitors; 290,000 compounds, 0.71% hits; purified Giardia FBPA; AID 2451; also: potency is read from the fitted curve at half-maximal effect; % is scaled to controls: 0 for no effect and ±100 for the full control effect; nearly all actives have a fitted effect of over 55% in size
Target sequence (A8B2U2 whole entry, looked up): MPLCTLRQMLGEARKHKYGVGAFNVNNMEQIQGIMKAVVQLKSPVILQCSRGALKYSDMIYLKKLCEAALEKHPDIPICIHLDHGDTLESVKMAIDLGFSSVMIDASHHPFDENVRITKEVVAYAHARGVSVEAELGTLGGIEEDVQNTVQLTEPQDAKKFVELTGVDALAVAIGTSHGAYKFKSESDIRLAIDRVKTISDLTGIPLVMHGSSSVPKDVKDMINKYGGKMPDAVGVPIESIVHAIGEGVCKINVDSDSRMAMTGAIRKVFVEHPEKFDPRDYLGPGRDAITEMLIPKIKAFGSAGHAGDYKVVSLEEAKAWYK
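Giardia FBPA (40 nM reagent) was preincubated 10 min at RT with compound (up to 57.5 uM final), then substrate plus GAPDH/TPI/NAD/arsenate coupling system with diaphorase/resazurin was added; resorufin fluorescence (525/598 nm) was read after 20 min.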
Pf growth 48h = inhibits P. falciparum growth in the first generation, 48 h. Potency, µM (top dose mostly 28.7 µM), for the others: at the highest dose activity change, negative = inhibition, hits mostly inhibitors. P. falciparum luciferase growth in erythrocytes, 48 h. 310,000 compounds, 5.9% hits. AID 504832; also: potency is read from the fitted curve at half-maximal effect; % is scaled to controls: 0 for no effect and ±100 for the full control effect
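Luciferase-expressing P. falciparum in infected erythrocytes (2% hematocrit, 0.1% parasitemia final) in RPMI 1640/0.5% Albumax were exposed to compound for 48 hours at 37 C, 5% CO2; growth read as luminescence.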
Pf growth 96h = inhibits malaria parasite growth, 96 h; P. falciparum luciferase reporter growth, 96 h; Potency, µM (highest dose often 28.7 µM), for inactives: at the highest dose activity change, negative = inhibition, most hits filed as inhibitors; 320,000 compounds, 6.9% hits; also: potency is read from the fitted curve at half-maximal effect; % is scaled to controls: 0 for no effect and ±100 for the full control effect
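Delayed-death screen, second-generation endpoint: infected erythrocytes, 2% hematocrit, 0.05% parasitemia final; 96 hours at 37 C, 5% CO2; luciferase detection reagent; luminescence decrease equals reduced growth.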
Starred values were filed as active, the others as inactive; ? = inconclusive; nt = not tested or not shown; & = joins results of further samples; [ ] = another dose, or the depositor's remark. Unless noted, calls follow the shape of the dose curve; as a rule, active = well fitted curve in the direction sought with a large enough effect; inconclusive = small, poorly fitted or top-dose-only effect, or another doubt; inactive = no such curve, though single readings can be large; an effect the other way counts as inactive or inconclusive. An unsorted share of the library (roughly 24% active in at least one column).

SMILES	Shiga inhibitor	CHX counter	HCV inhibitor	FBPA Giardia inh	Pf growth 48h	Pf growth 96h
COc1ccc(OC)c(NC(=O)Cc2cccs2)c1	9	6	-4%	6%	-4%	?
COc1cc(OC)c(C(=O)NC2CCCCCC2)cc1OC	-11	-2	1%	-2%	0%	?
O=C(CSc1nnc(NC(=O)c2ccccc2)s1)NCc1ccco1	41*	40*	9%	nt	97%[activator]	186%[activator]
COc1ccc(-c2csc(NC(=O)c3cc(C)oc3C)n2)cc1OC	17	15	?	6%	?	?
O=C(N=Nc1c(O)[nH]c2ccccc12)c1cc(-c2ccc(F)cc2)n[nH]1	22	5	2%	-4%	27%	16%
COc1cc2ccccc2c2c1CCCC2=O	-18	2	13µM*	-15%	nt	-20%
CCn1nc(C(=O)Nc2ccc(C)c(C)c2)c(Cl)c1Cl	-2	14	-1%	4%	-14%	102%[activator]
COC(C(=O)N1CCC(n2nccc2NC(=O)C2CC2)CC1)c1ccccc1 (configuration not stated)	107*	41*	-5%	nt	-6%	38%[activator]
O=S(=O)(c1cc(Cl)ccc1Cl)N1CCCCC1	-12	0	12%	-3%	nt	nt
CCOC(=O)Nc1ccc(S(=O)(=O)NCCCN2CCOCC2)cc1	-11	1	8%	2%	9%	nt
O=C(CSc1nnc(-c2ccncc2)n1-c1ccccc1Cl)Nc1ccc(C(=O)O)cc1	2	-2	27%	5%	10%	9%
COc1ccc(C(=O)NCCCN2CCOCC2)cc1OC	-11	16	26%	2%	8%	36%[activator]
CC1CCCC(C)N1CCCNC(=O)CN1C(=O)COc2ccc(S(=O)(=O)N3CCOCC3)cc21 (configuration not stated)	-12	3	18%	1%	25%	5%
O=C(NCCCN1CCN(c2cccc(Cl)c2)CC1)c1cccc(N2CCCC2=O)c1	-3	-5	?	-1%	?	43%[activator]
Cc1ccc(NC(=O)c2ccc(C(=O)c3ccccc3)cc2)nc1	nt	nt	?	nt	3%	85%[activator]
O=C1N(c2ccccc2C(F)(F)F)O[C@]1(c1ccccc1)C1CCCC1	nt	nt	-22%	nt	1.7µM*	1.3µM*
CCc1ccc(S(=O)(=O)/N=C2\C=CC(=O)c3ccccc32)cc1	-8	1	nt	7.1µM*	2.3µM*	?
COc1ccc(NC(=O)Cn2c(=O)c(C)nc3ccccc32)cc1Cl	-10	-1	-16%	5%	-6%	1%
COc1ccc(-c2nc(C)sc2C)cc1	26	16	4%	-5%	16%	-1%
Cc1ccc(C(=O)CCNc2ccc(Cl)cc2)o1	31	17*	-23%	9%	nt	10µM*
CCC(C(=O)NCC1CCCO1)N(C(=O)c1snc(C(N)=O)c1N)c1ccc(Cl)cc1 (configuration not stated)	-10	-3	-25%	-7%	?	-8%
Cn1cc[n+](C)c1COc1ccc(C=O)cc1	nt	1	-9%	-4%	9%	?
O=C1COc2ccccc2N1Cc1ccccc1Cl	-12	-2	-7%	0%	?	?
CCOc1ccc(N(CC(=O)NCc2ccc(OC)cc2)S(=O)(=O)c2c(C)[nH]c(=O)[nH]c2=O)cc1	-5	-2	22%	nt	-7%	?
CC(=O)c1ccc(NC(=O)CSc2nnc(NC(=O)c3ccco3)s2)cc1	-10	-3	nt	nt	-12%	-16%
SMILES	Shiga inhibitor	CHX counter	HCV inhibitor	FBPA Giardia inh	Pf growth 48h	Pf growth 96h
O=C(CNC(=O)c1ccc(-c2ccccc2)cc1)OCc1ccc(Cl)cc1	-8	-1	27%	8%	6%	9%
COc1ccccc1Nc1cc(C)nc(Nc2ccccc2OC)n1	nt	nt	2.5µM*	nt	?	10µM*
CCOC(=O)c1sc(NC(=O)CSc2nnnn2-c2ccccc2)c(C(=O)OCC)c1C	0	-1	0%	2%	-5%	-12%
CCN1CCN(C(=O)CCN2C(=O)c3ccccc3S2(=O)=O)CC1	nt	nt	16%	nt	-4%	0%
COc1cc(C(C)=O)ccc1COc1ccc(C(=O)OCC(N)=O)cc1OC	3	5	-5%	-2%	?	-15%
COc1cc(C2c3c(-c4ccccc4)n[nH]c3C(=O)N2c2ccc(C(=O)O)cc2)ccc1O (configuration not stated)	-14	-5	17%	-2%	nt	?
CCCCCCn1c(=O)c(C(=O)Nc2cnccn2)c(O)c2ccccc21	-9	0	?	0%	2.6µM*	?
CCN(C(=O)CN1C(=O)/C(=C/c2ccc(F)cc2)SC1=S)C1CCS(=O)(=O)C1 (configuration not stated)	-9	-14	3%	nt	3%	12µM*
CC(C)Cc1nnc(NC(=O)CCNC(=O)c2ccco2)s1	19	-1	-4%	4%	4%	-10%
CCC(=O)c1ccc(N2CCN(C(=O)c3cc([N+](=O)[O-])ccc3N3CCN(C)CC3)CC2)c(F)c1	29	0	?	1%	?	9.3µM*
O=C(NCCc1ccc(Cl)cc1)c1ccc2c(c1)OCCO2	nt	42*	11%	-2%	104%[activator]	4%
COCCn1c(=NC(=O)c2cc3ccccc3oc2=O)sc2cc(S(N)(=O)=O)ccc21	2	7	-3%	0%	-18%	5%
Cc1ccc(O)c(NC(=O)/C=C/C(=O)O)c1	-7	1	9%	-3%	?	0%
CCOc1ccc(C(F)(F)F)cc1NC(C)=O	-9	-5	?	-7%	-3%	?
CSc1nc2ccc(NS(=O)(=O)c3ccc(CNC(C)=O)cc3)cc2s1	nt	nt	-2%	nt	-5%	?
CC(C)CN(C(=O)C1CCCC1)C1CCS(=O)(=O)C1 (configuration not stated)	nt	nt	3%	nt	2%	34%[activator]
O=C(NC1CCOCC1)C1CCC(=O)N(Cc2cccc(C(F)(F)F)c2)C1 (configuration not stated)	8	-2	7%	22%	15%	80%[activator]
CCCCNC(=O)CSc1nnc(-c2cccc(S(=O)(=O)N3CCOCC3)c2)o1	nt	nt	4%	nt	13µM*	?
C[C@@H](C(=O)NCc1ccc(S(C)(=O)=O)cc1)[C@H]1C[C@]1(C)[C@H](NC(=O)OCc1ccccc1)c1ccccc1	-9	-4	1%[8.37 µM]	1%&1%	-23%	?
Cc1c(O)ccc(C(=O)CN2CCN(c3ccc(F)cc3)CC2)c1O	-5	5	-11%	-4%	5%	?
Nn1cnnc1SCC(=O)N(C1CCCCC1)C1CCCCC1	2	-6	-5%	3%	-1%	37%[activator]
CCOC(=O)Nc1nc(-c2ccccc2)c(C(=O)c2ccccc2)s1	-4	2	?	-1%	nt	?
CN(CC(=O)N1CCN(Cc2ccccc2)CC1)S(=O)(=O)c1ccc(F)cc1	2	1	-10%	4%	4%	12µM*
CCn1c(C)nc2cc(S(=O)(=O)Nc3ccc(C)cc3)ccc21	14	-6	-3%	3%	-5%	0%
Cc1cccc(C2=N/C(=C\c3cccs3)C(=O)O2)c1	15	17	9%	1%	47%[activator]	?
SMILES	Shiga inhibitor	CHX counter	HCV inhibitor	FBPA Giardia inh	Pf growth 48h	Pf growth 96h
Cc1nnc2c3ccccc3c(-c3ccc(O)cc3)nn12	-7	-3	15%	6%	nt	2%
Cc1ccc(-n2c(C)cc(C(=O)CSc3nnnn3C)c2C)cc1	66*	53*	?	-26%	?	?
O=[N+]([O-])c1ccc(-c2nc(-c3ccc(F)cc3)c(-c3ccncc3)[nH]2)cc1	-6	9	nt	-4%&-3%	nt	nt
Cc1ccc(C(=O)n2cc(CCN3CCS(=O)(=O)CC3)c3ccccc32)cc1	-18	2	-11%	-2%	2%	?
Cc1ccc(NC(=O)CSc2nc3c(c(=O)n(C)c(=O)n3C)n2C)cc1	-10	-3	16%	5%	5%	-47%
O=C(C[n+]1ccccc1)N/N=C/c1ccc(Cl)c(Cl)c1	4	-1	31%[activator]	-6%	8.3µM*	?
CCOc1ccccc1OCC(=O)OCC(=O)NNC(=O)c1ccc([N+](=O)[O-])cc1	-6	2	nt	-4%	28%	8%
CS(=O)(=O)c1ccc(C(=O)Nc2ccc(N3CCCC3)cc2)c(Cl)c1	15	-1	1%	-6%	?	?
CC1CCCN(C(=O)C2CCN(CC3CC=CCC3)CC2)C1 (configuration not stated)	40	-7	-5%	-4%	13%	-23%
COC(=O)c1ccc(NC(=O)CN2C(=O)CC(C)S(=O)(=O)c3ccccc32)cc1 (configuration not stated)	-2	-3	11%	9%	27%	?
COc1cccc(N2CCC(N3CCN(C)C(CCO)C3)CC2)c1 (configuration not stated)	11	6	1%	-4%	19%	21%
O=C(Nc1ccc(Cl)cn1)c1cccc(OCc2ccccc2)c1	48*	22*	-15%	4%	9%	131%[activator]
Cc1cc2oc(=O)cc(C)c2c(=O)o1	-8	-1	9%	4%	18%	25%
Cc1ccccc1OCc1n[nH]c(=S)n1-c1ccccc1	5	-2	3%	-4%	20%	?
Cc1ccc(Cl)cc1N1CCN(Cc2nc3c(c(=O)[nH]c(=O)n3C)n2CCc2ccccc2)CC1	-7	-2	11%&-17%	2%	-8%	0%
CNC(=O)NC(=O)COC(=O)CCc1nc(=O)c2ccccc2n1C	11	-1	?	-4%	-16%	29%
Cc1ccc2c(NC(=O)c3ccc(Br)o3)cccc2n1	11	14	-3%	nt	31%[activator]	-10%
O=C(Nc1ccccc1)c1cc(Cl)nc2ccccc12	7	-6	2%	1%	-5%	?
Cc1cccc(-n2nc(C)c3c(C(=O)O)cc(-c4cccs4)nc32)c1	6	1	-4%	?	?	31%[activator]
Cc1ccc(NC(=O)CSc2nnc(Cc3cccn3C)n2-c2ccc(F)cc2)c(C)c1	22	-6	-2%	3%	nt	9.3µM*
COc1ccc(CNC(=O)Nc2ccccc2)cc1	65*	45*	6%	0%	85%[activator]	247%[activator]
O=C(C1CCCN(Cc2ccccc2F)C1)N1CCCCC1 (configuration not stated)	-8	-5	13%	13µM*	-11%	-28%
N#C/C(=C\Nc1ccc2cn[nH]c2c1)c1nc(-c2ccccc2)cs1	-20	-2	0.89µM*	-18%	?	?
COCCCNC(=S)N1CCN(C(=O)C(=O)Nc2ccc(C(=O)OC)cc2)CC1	24	-5	-9%	-3%	-20%	74%[activator]
C=CCSc1ccsc1C(=O)O	-12	-2	11%	1%	17%	39%[activator]
SMILES	Shiga inhibitor	CHX counter	HCV inhibitor	FBPA Giardia inh	Pf growth 48h	Pf growth 96h
CCOc1ccccc1NC(=O)C1CCN(S(C)(=O)=O)CC1	-5	1	2%	-1%	-125%	30%
COC(=O)C1CN(S(=O)(=O)c2cc(OC)ccc2OC)CCS1 (configuration not stated)	-3	-3	1%	16%	0%	0%
N#Cc1ccc(-c2nc3cc(C#N)c(C#N)cc3nc2-c2ccccc2)cc1C#N	57*	18	nt	5%	?	5.2µM*
Cc1ccc(S(=O)(=O)CCC(=O)OCC(=O)N2c3ccccc3CC2C)cc1 (configuration not stated)	nt	nt	32%[activator]	nt	9%	-6%
O=C(Cc1ccc(F)cc1)Nc1nc(-c2ccc(F)c(F)c2)cs1	11	2	?	9%	5%	?
O=C(NCc1cccs1)C1CCCCC1	14	-1	14%	3%	nt	81%[activator]
COc1ccc(/C=C/C(=O)N/C(=C\c2ccco2)C(=O)NCCc2nc3ccccc3[nH]2)cc1	19	-1	-29%	-3%	-18%	0%
O=C(CNC(=O)c1cccs1)OCC(=O)c1ccc(Cl)cc1	11	1	18%	2%	7%	?
CC1(C)CC(=O)C(C=NCCCn2ccnc2)=C(O)C1	16	-3	10%	-4%	2%	36%[activator]
Cc1cc(C)c(C(=O)/C=C/c2ccc3c(c2)OCO3)c(=O)[nH]1	15	3	?	-15%	0%	69%[activator]

2 entries from above, as labelled records:
> COc1ccc(-c2csc(NC(=O)c3cc(C)oc3C)n2)cc1OC
- Shiga inhibitor: 17
- CHX counter: 15
- HCV inhibitor: ?
- FBPA Giardia inh: 6%
- Pf growth 48h: ?
- Pf growth 96h: ?
> O=C(N=Nc1c(O)[nH]c2ccccc12)c1cc(-c2ccc(F)cc2)n[nH]1
- Shiga inhibitor: 22
- CHX counter: 5
- HCV inhibitor: 2%
- FBPA Giardia inh: -4%
- Pf growth 48h: 27%
- Pf growth 96h: 16%
